COUP-TFII inh – NR2F2 transcriptional activity inhibitors, primary screen, cell-based, luciferase reporter, HEK293T, luminescence; COUP transcription factor 2 (Homo sapiens), P24468; HEK293T NGFI-A luciferase reporter; inhibition, % at 8.6 µM; hit rate 0.7% among 370,000;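 active = inhibition above a per-plate cutoff, mean inhibition of test wells between control levels plus 3 SD, cut at about 38% in these data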;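 note: cells cotransfected with COUP-TFII expression vector driving the NGFI-A reporter; 0% = median of COUP-TF2 test wells and 100% = reporter-only cells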
KKLEB cytotox – cytotoxicity in KKLEB CF airway cells, primary screen, cytotoxicity control for CF NF-kB inhibitor project, cell-based, uHTS, fluorescence assay plates. KKLEB CF airway cells viability, ATPlite luminescence, overnight; hits give low values; cells stimulated with P. aeruginosa culture filtrate. activity change (cytotoxicity), % at 5 µM. hit rate 0.36% among 360,000;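 active = corrected activity change at or below -50% at 5 µM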
TROY NFkB inh – inhibitors of TROY-driven NF-kB signaling, primary screen, Q293 LMP1-TROYcd cells, NF-kB luciferase, uHTS. Q293 LMP1-TROYcd NF-kB luciferase reporter, 4 h. inhibition, % at 10 µM. hit rate 0.98% among 360,000. AID 1347056, 2019;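 active = compounds whose plate-normalised and pattern-corrected inhibition of the luciferase reporter signal at the single screening dose is 50% or more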
NR5A2 inv ag – LRH-1 (NR5A2) inverse agonists, primary screen, cell-based, luminescence, HEK293T, StAR-luciferase reporter; inhibition, % at 3.6 µM; AID 602396, 2012; LRH-1 transfected, 24 h; Nuclear receptor subfamily 5 group A member 2 (Homo sapiens), O00482; hit rate 0.13% among 360,000;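 active = inhibition above the mean inhibition of all tested compounds plus 3 SD, cut at about 73% in these data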;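 note: 0% = DMSO wells and 100% = reporter-only cells lacking LRH-1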
CF NFkB inh – inhibitors of PAF-induced NF-kB signaling, primary screen, cell-based, GFP fluorescence, uHTS. KKLEB NF-kB-GFP reporter, GFP fluorescence overnight. inhibition, % at 5 µM. hit rate 0.86% among 360,000;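 active = at least 50% inhibition at 5 µM, scaled per plate between neutral and stimulator controls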;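 note: PAF is a Pseudomonas aeruginosa culture filtrate used as stimulus; plate controls were PAF-stimulated DMSO wells for no effect and unstimulated DMSO wells for full effect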
NCOA2 inhibitor – inhibition of GAL4-SRC2 driven luciferase reporter, primary screen, SRC2 inhibitor project, cell-based, luminescence | Nuclear receptor coactivator 2 (Homo sapiens), Q15596 | HEK293 GAL4-SRC2 luciferase reporter | inhibition, % at 9 µM | hit rate 0.17% among 370,000;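 active = inhibition above the mean inhibition of all tested compounds plus 3 SD, set per campaign, cut at about 52% in these data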;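 note: 0% = DMSO treated cells and 100% = cells given Gossypol at 36 µM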
LMP1 NFkB inh – EBV LMP1-driven NF-kappaB luciferase reporter inhibitors, primary screen, cell-based, luminescence, single point | LMP1-induced NF-kappaB luciferase reporter cells | hit rate 0.69% among 350,000 | inhibition, % at 12.5 µM | AID 504558, 2011; in the data active = inhibition above about 41%;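 note: 0% = neutral control wells and 100% = reference inhibitor control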
SRC1 inh – SRC1 coactivator transcriptional activity inhibitors, primary screen, cell-based, luminescence; AID 588354, 2011; Nuclear receptor coactivator 1 (Homo sapiens), Q15788; HEK293 GAL4-SRC1 luciferase reporter; hit rate 0.12% among 360,000; inhibition, % at 3.6 µM;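 active = inhibition above the campaign mean plus 3 SD, with each screening campaign given its own cutoff, cut at about 60% in these data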;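 note: 0% = DMSO treated cells and 100% = gossypol at 36 µM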
Target sequence (Q15788 whole entry, looked up, the tested form may be a part): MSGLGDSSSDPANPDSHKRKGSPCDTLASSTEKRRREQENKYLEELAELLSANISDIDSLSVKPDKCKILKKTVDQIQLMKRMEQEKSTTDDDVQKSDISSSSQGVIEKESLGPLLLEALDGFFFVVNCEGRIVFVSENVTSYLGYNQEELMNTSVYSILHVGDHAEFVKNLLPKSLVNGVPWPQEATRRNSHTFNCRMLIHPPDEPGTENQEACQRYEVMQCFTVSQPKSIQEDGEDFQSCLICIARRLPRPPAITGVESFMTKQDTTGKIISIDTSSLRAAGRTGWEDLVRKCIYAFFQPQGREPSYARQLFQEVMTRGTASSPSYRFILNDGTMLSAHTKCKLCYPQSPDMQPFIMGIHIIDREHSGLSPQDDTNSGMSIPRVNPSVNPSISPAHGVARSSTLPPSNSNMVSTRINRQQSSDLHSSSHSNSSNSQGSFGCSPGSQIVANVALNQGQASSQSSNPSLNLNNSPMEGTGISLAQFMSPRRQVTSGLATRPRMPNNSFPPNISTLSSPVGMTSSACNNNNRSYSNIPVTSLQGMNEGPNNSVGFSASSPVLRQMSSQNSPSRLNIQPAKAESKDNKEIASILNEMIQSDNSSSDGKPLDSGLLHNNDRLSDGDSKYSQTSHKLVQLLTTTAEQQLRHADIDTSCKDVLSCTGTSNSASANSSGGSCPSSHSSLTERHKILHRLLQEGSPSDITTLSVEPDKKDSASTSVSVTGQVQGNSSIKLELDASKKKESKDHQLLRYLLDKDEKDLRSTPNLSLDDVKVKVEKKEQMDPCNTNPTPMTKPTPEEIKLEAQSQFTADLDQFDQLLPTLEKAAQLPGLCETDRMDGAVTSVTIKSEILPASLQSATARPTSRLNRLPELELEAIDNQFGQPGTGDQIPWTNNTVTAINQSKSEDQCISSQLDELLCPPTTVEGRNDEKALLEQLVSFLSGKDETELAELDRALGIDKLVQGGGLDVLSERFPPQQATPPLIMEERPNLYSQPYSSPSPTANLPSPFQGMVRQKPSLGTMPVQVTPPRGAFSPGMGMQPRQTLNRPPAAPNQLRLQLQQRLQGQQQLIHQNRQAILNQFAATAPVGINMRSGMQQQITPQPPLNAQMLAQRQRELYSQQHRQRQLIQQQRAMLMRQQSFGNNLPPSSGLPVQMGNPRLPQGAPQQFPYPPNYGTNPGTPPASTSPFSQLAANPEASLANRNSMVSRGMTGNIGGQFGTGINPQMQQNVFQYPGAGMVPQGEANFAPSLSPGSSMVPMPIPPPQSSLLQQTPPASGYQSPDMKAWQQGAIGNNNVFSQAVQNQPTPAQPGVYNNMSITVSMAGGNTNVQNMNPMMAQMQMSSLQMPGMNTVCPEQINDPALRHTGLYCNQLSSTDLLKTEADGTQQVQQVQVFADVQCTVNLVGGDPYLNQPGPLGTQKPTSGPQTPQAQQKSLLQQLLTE
SRC3 inh – SRC3 coactivator transcriptional activity inhibitors, primary screen, cell-based, luminescence; Nuclear receptor coactivator 3 (Homo sapiens), Q9Y6Q9; HEK293 GAL4-SRC3 luciferase reporter; inhibition, % at 3.6 µM; hit rate 0.17% among 360,000; AID 588352, 2011;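 active = inhibition above a per-campaign cutoff, the mean of all compounds plus 3 SD, cut at about 60% in these data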;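 note: 0% = DMSO-treated cells and 100% = gossypol-treated cells at 36 µM; higher means less SRC3-driven luciferase light from the GAL4 reporter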
TRAIL sens C8 – viability loss with TRAIL in NB7+C8 cells, primary screen, TRAIL sensitizer project, cell-based, ATPlite luminescence; inhibition (viability loss, TRAIL sensitization), % at 10 µM; hit rate 1% among 360,000;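 active = compounds causing at least 50% loss of cell viability in the single-dose screen, relative to plate controls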
TWEAK-Fn14 inh – inhibitors of TWEAK-Fn14 signaling, primary screen, luciferase reporter cells, uHTS. TWEAK-stimulated Fn14 reporter cells, luciferase luminescence, 8 h. inhibition, % at 10 µM. hit rate 2% among 360,000; in the data active = inhibition above about 50%
* hit, by the source's call; . = no result given.

SMILES	COUP-TFII inh	KKLEB cytotox	TROY NFkB inh	NR5A2 inv ag	CF NFkB inh	NCOA2 inhibitor	LMP1 NFkB inh	SRC1 inh	SRC3 inh	TRAIL sens C8	TWEAK-Fn14 inh
O=C1Nc2ccccc2N=C(c2ccccc2)c2ccccc21	-19	9	-30	-2	-10	-28	.	-40	-6	-17	11
O=S(=O)(NCCN1CCOCC1)c1cccc(C(F)(F)F)c1	9	3	-23	14	19	-23	11	8	-6	-5	0
O=C1C=C(NC2CCCC2)CC(c2ccccc2)C1 (centres undefined)	-3	-11	11	5	14	-4	-2	2	11	-28	12
CC(=O)N1N=C(c2ccc(C)o2)CC1c1ccc(F)cc1 (centres undefined)	-7	2	-17	5	-8	7	-2	-14	11	-7	3
Cc1ccc(-c2noc(CSc3ccccc3)n2)cc1	-34	12	-50	-105	-20	-58	-57	-130	-67	-11	23
O=S(=O)(c1ccc(-c2cc(C(F)(F)F)on2)s1)N1CCCC1	13	-12	-19	5	5	-12	-5	7	10	4	-14
CCc1ccc(/C=C2\Oc3cc(OS(C)(=O)=O)ccc3C2=O)cc1	1	5	-11	-6	-15	13	8	6	7	-5	-5
Cc1nc(SCC(=O)Nc2ccc(F)cc2)c2oc3ccccc3c2n1	1	-6	-13	-4	2	3	-1	4	14	18	-8
CN(Cc1nc(-c2cccnc2)no1)S(=O)(=O)c1ccccc1	-5	4	-5	7	-2	-12	-3	6	-13	4	5
Cc1cccc(Cc2nnc(CCC(=O)NCc3cnc4ccccn34)o2)c1	16	-7	4	-10	13	14	6	8	7	-3	15
O=C(Oc1cc(=O)oc2c1c(=O)n1c3c(cccc23)CC1)c1ccccc1	-3	3	-1	-5	-26	-12	4	-25	10	-5	-19
CCCCc1ccc(N=N/C(C(=O)Nc2cc(OC)c(NC(C)=O)cc2OC)=C(/C)O)cc1	9	13	19	-10	10	0	-4	0	-10	-4	-40
Cc1oc2ccc(O)cc2c1C(=O)c1ccc(Br)cc1	3	11	-3	-7	26	-2	-2	-31	8	-4	35
COc1ccc(CCNC(=O)CSc2nnc(CNC(=O)c3cc(OC)c(OC)c(OC)c3)o2)cc1OC	-13	-5	-15	28	3	-13	-2	6	15	11	-14
Cc1cccc(NC(=O)NNC(=O)c2cc3ccccc3cc2O)c1C	10	1	-28	9	0	-2	4	-14	8	6	-7
CSc1nc2c(c(-c3ccccc3)c1C#N)CCC2	-6	-8	4	2	15	-6	9	-8	19	-29	18
Cc1c(C(=O)N/N=C/c2c(O)ccc3ccccc23)nnn1-c1nonc1N	-3	-2	5	17	13	-5	17	13	-11	26	-1
Cc1cc(/C=N/NC(=O)CC#N)c(C)n1-c1ccc([N+](=O)[O-])cc1	-11	4	-7	9	11	17	-3	-2	11	10	-12
Cc1c(C(=O)NCCSCc2c(Cl)cccc2Cl)cccc1[N+](=O)[O-]	22	-2	-6	1	2	-7	9	-17	17	4	12
COc1ccc(C(CC(=O)Nc2nccs2)n2cccc2)cc1 (centres undefined)	-35	8	-59	-147	1	-32	-39	-80	-96	9	33
O=C(NNC(=O)C12CC3CC(CC(C3)C1)C2)c1cccc([N+](=O)[O-])c1	-24	5	-20	-13	7	-6	-16	12	-3	40	13
O=C(NCc1ccccn1)C1CCC(=O)N1C1CCCCC1 (centres undefined)	12	-9	-6	13	27	-19	0	-1	6	5	-16
O=C(O)C1CC=C(Cl)CC1C(=O)NCc1ccccc1 (centres undefined)	-3	-4	0	2	20	-7	-1	9	0	0	-3
CC1(C(=O)NS(=O)(=O)Cc2cccc(Cl)c2)CCN1C(=O)CCc1cccs1 (centres undefined)	6	3	14	17	16	18	.	6	-3	-28	-3
CCO[C@H]1OC(C(=O)NCc2ccccc2)=C[C@@H](c2ccccc2)[C@@H]1CCCO	-6	-2	0	2	13	-7	2	11	8	-16	-10
COc1ccc(-c2c(-c3cc(OC)cc(OC)c3)n(C)c3ccc(-c4ccc(N(C)C)nc4)cc23)cc1	-2	9	4	4	9	1	-65	12	-27	-1	-129
CC(C)CC(NC(=O)OCc1ccccc1)C(=O)NC(Cc1c[nH]c2ccccc12)C(=O)O (centres undefined)	.	-9	4	15	0	.	.	-6	5	-4	-8
Cc1ccc(-c2csc3ncn(CC(=O)NCC(c4ccco4)N4CCCC4)c(=O)c23)cc1 (centres undefined)	-2	10	-2	-6	-1	-25	-9	-2	3	-2	7
Cn1ncc(N=Cc2ccccc2)c1C(N)=O	-14	-4	-6	-9	9	-6	-1	-3	16	-3	5
COc1ccc(NC(=O)COC(=O)c2ccc(Cl)c(S(N)(=O)=O)c2)c([N+](=O)[O-])c1	-3	-4	4	1	1	18	-2	-4	14	30	-12
CCOC(=O)c1c(NC(=O)CSc2nc(C)cc(C)c2C#N)sc(C(C)=O)c1C	-6	-20	8	1	10	-68	-10	-13	-10	16	-6
N#CN/C(=N\S(=O)(=O)c1ccccc1)c1ccccc1	3	9	-7	5	-9	-5	-7	4	9	-16	12
COc1ccc(NS(=O)(=O)c2cccc3nsnc23)cc1Cl	3	4	-5	32	5	-9	-1	23	2	6	14
O=C(CSc1nnc2ccccn12)c1ccc(OC(F)F)cc1OC(F)F	-13	-16	-8	-8	-5	-24	-22	-10	-2	3	5
C/C=C/c1ccc(OCC(=O)N(C)CC(=O)Nc2ccc(F)cc2)c(OC)c1	-20	6	-3	5	4	-28	-10	-16	-25	7	-8
Cc1cccc(NC(=O)CCS(=O)(=O)c2ccc(Cl)cc2)c1	23	-19	-12	5	2	4	8	-11	-9	-18	17
Cc1cccn2c(=O)c3cc(C(=O)NCCN4CCOCC4)c(=N)n(CCCN4CCOCC4)c3nc12	-6	-4	-3	4	-15	-61	-6	-13	-3	-2	11
CN(NS(C)(=O)=O)c1c(C#N)c(C(F)(F)F)nn1C	16	6	-7	-2	10	1	-3	22	17	1	0
C/C=N/NC(=O)c1cc(Br)ccc1O	-6	-4	-11	-18	20	-22	0	-18	-7	0	34
O=C(OCC(=O)N1N=C(c2ccc(Cl)cc2)CC1c1ccco1)c1ccccc1O (centres undefined)	-2	-5	-5	-3	16	-1	1	8	10	6	-7
O=c1[nH]c2cc(F)ccc2c2ccc(F)cc12	-5	0	-39	-54	-138	-43	-15	-18	-10	2	-18
COc1ccc(/C=C/C(=O)OCC(=O)Nc2ccc3[nH]c(=O)[nH]c3c2)cc1OC	13	-3	-7	-17	-19	2	-1	1	-2	-15	6
COc1ccc(C2CC(=O)Oc3c(C(C)C)ccc(C)c32)cc1 (centres undefined)	20	-3	11	15	12	10	-3	-2	9	6	6
COc1cccc(-c2nnc(SCCOc3ccc4c(C)cc(=O)oc4c3)o2)c1	0	-2	9	2	-8	-7	-2	-9	16	-8	1
Cc1cccc(C(=O)OCC(=O)NCc2cccs2)c1	-2	5	-29	17	-4	-19	-23	2	3	-2	2
CCCN1CCC(=O)N([C@H](CSc2ccccc2)c2ccccc2)CC1	-48	16	-25	-35	-16	-45	-4	-64	-37	-10	0
O=C1C=C(NCC2CCCO2)CC(c2ccccc2)C1 (centres undefined)	-2	-9	20	10	19	-3	-2	1	-10	3	-10
Cc1ccccc1OCC(=O)OCC(=O)NC1CCCC(C)C1C (centres undefined)	3	10	0	10	5	-15	0	-13	15	-8	-1
CCCOc1ccc(/C=C/C(=O)NC2CCCCC2)cc1OC	18	-8	-25	-16	-9	3	5	0	2	8	-2
CCCCNC(=O)C1(O)c2ccccc2NC(=O)N1c1ccc(Cl)cc1 (centres undefined)	13	5	-55	-11	-3	-15	-13	-10	7	0	19
Cc1ccc(-n2ccc(=O)c(C(=O)Nc3ccc(S(=O)(=O)Nc4onc(C)c4C)cc3)n2)cc1	9	-2	-8	-11	-2	4	1	-20	0	6	7
O=C(COc1ccc(F)cc1Cl)Nc1nc(-c2ccccn2)cs1	-8	10	-9	-7	-18	10	11	-23	-2	13	-7
CC(=O)c1sc(NC(=O)c2c(F)cccc2F)nc1C	1	7	-16	7	-6	-18	-9	-15	-15	-9	-3
COc1cccc(OC)c1C(=O)Nc1nc2ccc(S(C)(=O)=O)cc2s1	1	-1	7	8	0	-17	-5	-45	-7	1	2
CCOC(=O)c1cc2c(c(-c3cccc(-c4cc5ccccc5o4)c3)n1)[C@@H](CCO)N(S(=O)C(C)(C)C)C2 (some centres undefined)	3	-10	-8	-8	0	10	.	2	20	-9	-14
CCc1nnc(NC(=O)C2Cc3ccccc3CN2S(=O)(=O)c2c(C)c(C)cc(C)c2C)s1 (centres undefined)	10	-7	-11	19	11	-3	-9	-33	16	4	13
Cc1ccc2[nH]c(=O)c(CN(CCCN(C)C)C(=O)Nc3cccc(Cl)c3)cc2c1	-6	-11	13	2	4	2	-11	-20	7	14	-22
Cn1c(C(=O)Nc2ccc3c(c2)OCCO3)cc2c(=O)n(C)c3ccccc3c21	-25	-7	22	14	-53	-39	-41	-6	14	5	65*
C=CCn1c(C(C)(C)C)nc2ccccc21	18	-4	15	-1	1	18	6	11	5	3	-6
O=S(=O)(NCC(c1cccnc1)N1CCN(Cc2ccccc2)CC1)c1ccc(Cl)cc1 (centres undefined)	14	-5	-6	2	11	-1	7	0	-45	-9	0

New compounds follow
SMILES	COUP-TFII inh	KKLEB cytotox	TROY NFkB inh	NR5A2 inv ag	CF NFkB inh	NCOA2 inhibitor	LMP1 NFkB inh	SRC1 inh	SRC3 inh	TRAIL sens C8	TWEAK-Fn14 inh
O=[N+]([O-])c1ccccc1S(=O)(=O)Nc1cccc(-c2ccc(N3CCOCC3)nn2)c1	-49	-1	-49	-48	8	-69	-15	-55	-40	32	-16
C=CCc1c(C)nn(CC(=O)O)c1-c1ccccc1	-7	-2	4	15	3	6	-8	-27	22	-10	-4
OCC(O)C1OC(Nc2ccc(Cl)cc2)C(O)C1O (centres undefined)	-10	9	2	13	-15	-28	-13	7	15	13	10
CCCCN1C(=O)Cc2c1nc(N)c1c(N)nc(N(CCC)CCC)c(C#N)c21	8	-5	-8	8	20	2	23	16	14	-4	29
O=C(Cc1ccccn1)c1ccccc1	8	5	3	16	0	5	-1	-30	-4	-21	7
CCOc1ccc(Cl)cc1S(=O)(=O)N1CCC(C(=O)NCc2ccco2)CC1	7	-2	-10	-1	-1	-8	-3	-22	4	8	9
CCc1ccccc1NC(=O)CSc1nnc(Cn2nnc3ccccc32)n1C	8	-6	15	41	-7	8	-4	13	-2	-3	1

Bioassay records: PubChem, several laboratories
